14-3-3 PPI = modulators of human 14-3-3 gamma - Raf peptide interaction. P61981. FP, 14-3-3gamma / TMR-pS259-Raf peptide binding. inhibition, % at 40 µM. hit rate 0.19% among 160,000; in the data active = inhibition above about 30%;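 also: 0% = protein plus tracer without compound and 100% = blank with tracer alone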
Target sequence (P61981 whole entry, looked up): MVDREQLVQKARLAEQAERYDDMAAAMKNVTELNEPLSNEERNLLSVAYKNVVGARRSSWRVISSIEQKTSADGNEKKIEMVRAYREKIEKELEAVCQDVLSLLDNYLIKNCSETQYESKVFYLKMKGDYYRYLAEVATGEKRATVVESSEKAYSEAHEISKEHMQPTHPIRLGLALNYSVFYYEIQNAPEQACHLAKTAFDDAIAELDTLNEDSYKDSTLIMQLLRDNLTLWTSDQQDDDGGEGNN
* marks the source's active call; other numbers are inactive results; & = joins results of further samples. This is a subset; rates above refer to the full screens.

SMILES | 14-3-3 PPI
O=C(CN1CCC(n2nnc3cc(F)ccc32)CC1)Nc1ccccc1N1CCOCC1 | -1
COc1ccccc1Nc1nc(-c2ccc(C)cc2)nc2ccccc12 | 8
CN(C)c1nc(N)nc(-c2ccco2)n1 | 0
C=C(C)CSc1nnc([C@@H](NC(=O)OC(C)(C)C)C(C)CC)o1 (some centres undefined) | -6
CCCn1nnc(NC(=O)c2ccc(OCC)c(Cl)c2)n1 | -12
CCn1c(C)nc2cc(C(=O)OC)ccc21 | -47
C=CCC1(NCc2ccco2)CCN(C)CC1 | 2
Cc1onc(-c2ccccc2Cl)c1C(=O)OCn1nnc2ccccc2c1=O | -4
CC1C(=O)C(C)C(c2cc(Cl)ccc2O)NC1c1cc(Cl)ccc1O (centres undefined) | 7
COc1ccc(C2(CNC(=O)Cc3ccc(OC)c(OC)c3)CCOCC2)cc1 | -7
O=c1c2sccc2nc(SCc2cc(=O)n3ccccc3n2)n1Cc1ccccn1 | -5
CC(C)C1N=C2c3ccccc3N=C(SCc3ccccc3Cl)N2C1=O (centres undefined) | -6
COc1ccc(C2CC(=O)c3cnc(NC(=O)c4cccc(OC)c4)nc3C2)cc1 (centres undefined) | -9
CC1=C(C(=O)OCC(Cl)(Cl)Cl)C(c2ccc(F)cc2)NC(=O)N1 (centres undefined) | 8
O=S(=O)(Nc1nc2ccccc2nc1NCCN1CCOCC1)c1cccc(Cl)c1 | -4
CCc1nnc(NC(=O)C2CCCN2C(=O)NC2CCCCC2)s1 (centres undefined) | -12
COC(=O)c1c(C)oc2ccc(OC(=O)N3CCOCC3)cc12 | -1
O=C(O)c1ccccc1NCc1ccccc1[N+](=O)[O-] | 0
COc1cc(OC)cc(N2C(=O)CC(Sc3ncn[nH]3)C2=O)c1 (centres undefined) | 9
O=C(O)c1cc(=O)c2c(Cl)cc(Cl)cc2[nH]1 | -1

Another view of some results above.
SMILES,14-3-3 PPI
CCn1c(C)nc2cc(C(=O)OC)ccc21,-47
O=C(O)c1ccccc1NCc1ccccc1[N+](=O)[O-],0

Continuation:
SMILES | 14-3-3 PPI
COC(=O)C(Cc1ccc(O)cc1)NC(=O)CCC(=O)Nc1ccc(S(N)(=O)=O)cc1 (centres undefined) | 1
COC(=O)c1[nH]c2cc(OC)ccc2c1NC(=O)CN1CCC(C(N)=O)CC1 | 1
Cc1c(NC(=O)C(C)N2C(=O)c3ccccc3C2=O)c(=O)n(-c2ccccc2)n1C (centres undefined) | 1&5
COCCOC(=O)C1=C(C)NC(=O)NC1c1ccc(OC)cc1 (centres undefined) | -5
O=C(CN1C2CCC1CC(O)C2)N1c2ccccc2Sc2ccccc21 (centres undefined) | 1
CCOC(=O)c1ccc(-n2c(N)c(C(=O)N3CCc4ccccc4C3)sc2=S)cc1 | -8
CCOc1ccccc1OCCOCCN1CC(C)OC(C)C1 (centres undefined) | -1
CC1CN(C(=O)N2CCOCC2)CCN1C(=O)N1CCOCC1 (centres undefined) | 0
COc1ccc(C2C3=C(CCCC3=O)Nc3ccccc3N2C(=O)C(C)C)cc1 (centres undefined) | -4
O=C(NC1CCCCC1)C1CCN(S(=O)(=O)N2CCOCC2)CC1 | 1
Cn1c(/C=N/c2nc3ccccc3[nH]2)nc2ccccc21 | -3
Cc1ccccc1CSc1ncn[nH]1 | -4
O=C(Nc1nnc(N=Cc2ccc([N+](=O)[O-])s2)s1)c1cccc(Cl)c1 | -7
C=CCn1c(SCC(=O)Nc2cc(C)c(Cl)cc2OC)nnc1-c1ccco1 | -3
CCN(CC)CCn1c(=S)[nH]c2cc(C(=O)N3CCc4ccccc4C3)ccc2c1=O | -7
CCC(=O)N1N=C(c2ccc(C)cc2)CC1c1cc2ccc(OC)cc2nc1Cl (centres undefined) | -11
O=[N+]([O-])c1ccc2nc(CCl)[nH]c2c1 | -4
CCN1CCCC1CNC(=O)c1ccc2c(c1)N(Cc1cccc(F)c1)C(=O)c1ccccc1S2 (centres undefined) | -74
CC(C)COP(=O)(c1ccc(N(C)C)cc1)C(O)c1ccncc1 (centres undefined) | -11
O=C1C=C(NCC2CCCO2)CC(c2ccccc2)C1 (centres undefined) | -4
Cc1sc2ncn(CC(=O)Nc3ccccc3C(F)(F)F)c(=O)c2c1C | -5
COc1ccccc1-c1nc2nc(C)cc(=O)n2[nH]1 | 12
CCc1ccccc1Nc1cc(C(=O)NCCOC)c2ccccc2n1 | -7
COc1ccccc1N1CCN(C(=O)c2cc(-c3ccc(Cl)c(Cl)c3)on2)CC1 | -9
Oc1[nH]c2ccccc2c1C=Nc1ccc2c(c1)OCCO2 | -9
CCOC(=O)CNC(=O)CSc1ncnc2c1cnn2-c1ccccc1 | 0
CC(=O)Nc1cc(NC(C)=O)cc(C(=O)OCC(=O)N2CC(C)OC(C)C2)c1 (centres undefined) | -4
Cc1cccc(-n2nnc(C(=O)Nc3ccc(F)cc3)c2N)c1 | -5
O=C(NCCCN1CCCC1=O)NC12CC3CC(CC(C3)C1)C2 | 7
COc1ccc(C(=O)CSc2nnc(CNC(=O)c3ccc(OC)c(OC)c3)n2C)cc1 | -5
N#CCCN(CCC#N)C(=O)COc1ccc(Cl)cc1Cl | 7
CC1CCCCC1NS(=O)(=O)c1ccc(S(=O)(=O)N2CCN(CCC#N)CC2)cc1 (centres undefined) | 1
C/C(N)=C(\C#N)C(=O)NCCc1ccccn1 | 4
O=C(Nc1cccnc1Cl)c1cc(-c2ccco2)on1 | -160
C=CCNC(=O)Cn1c(=O)[nH]c2ccccc2c1=O | -10
COc1cc(C2Nc3ccc(C(=O)c4ccccc4)cc3NC3=C2C(=O)CC(C)(C)C3)cc(OC)c1OC (centres undefined) | -9
Cc1noc(C)c1S(=O)(=O)NCCN1CCN(c2ccccc2)CC1 | -8
Cc1cc(C)cc(NC(=O)CCCn2c(=S)[nH]c3ccccc3c2=O)c1 | 1
CC(C)(C)c1ccccc1OCC(=O)NCCC(=O)O | -11&-5
Cc1cc(Cl)ccc1OCCCC(=O)N1CCN(Cc2ccc3c(c2)OCO3)CC1 | 0
CCN(Cc1ccccc1)S(=O)(=O)c1ccc(F)c(C(=O)Nc2ccc(C)c(Cl)c2)c1 | -3
Cc1ccc(-n2nc(C(=O)NCCCOC(C)C)c3c4ccccc4n(C)c3c2=O)cc1 | -7
COC(=O)C1=C(N)OC2=C(C(=O)CC(C)(C)C2)C1c1cc(OC)ccc1OC (centres undefined) | -1
CN(C)S(=O)(=O)N(Cc1ccc(Br)cc1)c1ccccc1 | -6
CC(=O)Oc1ccc(C2C(C(=O)OC(C)C)=C(C)NC3=C2C(=O)CCC3)cc1 (centres undefined) | 0
CCc1ccc(C2=CC(c3ccccc3F)n3ncnc3N2)cc1 (centres undefined) | -2
O=C(c1cc2c(=O)n3ccccc3nc2s1)N1CCC(Cc2ccccc2)CC1 | 4
CCOC(=O)c1[nH]c(C)c(C(=O)NCc2cccnc2)c1C | -11
Cc1cc(Oc2ccc(=O)n(C)n2)nc(Oc2ccc(=O)[nH]n2)n1 | -4
Cc1ccc(-n2c3c(cc(C(=O)Nc4ccc(Cl)cn4)c2=O)C(=O)CCC3)cc1 | -12
Continuation.
SMILES | 14-3-3 PPI
CCC(=O)N1CCc2cc(Br)cc(S(=O)(=O)N3CCCC(C(=O)N(C)c4ccc(OC)cc4)C3)c21 (centres undefined) | -7
O=S1(=O)C[C@@H](N2CCOCC2)[C@H](N2CCOCC2)C1 | -3
Cc1ccc(S(=O)(=O)Nc2c(C)n(C)n(-c3ccccc3)c2=O)cc1 | -1&9
Cc1[nH]c2ccccc2c(=O)c1CN1CCCC1 | -3
CCOc1ccc2nc(NC(=O)C3CCC(CNS(=O)(=O)c4ccc(Br)s4)CC3)sc2c1 (centres undefined) | -5
COc1ccc(CC(=O)OCn2nnc3ccccc3c2=O)cc1 | -6
COc1cccc(C(=O)CN2C3=NCCCN3c3ccccc32)c1 | 0
O=C1C2C3c4ccccc4C(c4ccccc43)C2C(=O)N1c1ccc(S(=O)(=O)Nc2nccs2)cc1 (centres undefined) | -11
CN1CCN(CC#CCn2c3ccccc3c3ccccc32)CC1 | 1
O=C(O)c1cc(S(=O)(=O)N2CCCCCC2)c(Cl)cc1Cl | -1
COc1ccc(C(NC(=O)c2ccco2)c2ccc(OC)c(OC)c2)cc1 (centres undefined) | -2
O=C(O)c1ccc(-c2nc(-c3ccccc3)c(-c3ccc(Cl)cc3)[nH]2)cc1 | 6
COc1cccc(-c2nn(C)c3sc(C(=O)NCCCOC(C)C)cc23)c1 | -12
C=CCNc1nc2c(c(=O)[nH]c(=O)n2C)n1Cc1ccc(F)cc1 | 2
N#CCc1nc2ncc(Br)cc2[nH]1 | -97
O=c1oc2ccccc2c2c1nnn2CCCN1CCOCC1 | 8
CCCC(=Nc1ccccc1)C1=C(O)C(C(=O)OC)C(C)(C)CC1=O (centres undefined) | 6
CCOC(=O)c1c(N)sc2c1CCCC2 | -8
COc1ccc(OC)c(NC(=O)c2sc3ncnc(N4CCN(c5ccccc5F)CC4)c3c2C)c1 | 14
CCc1ccc(OCC(=O)Nc2ccc(-c3nc4ncccc4o3)cc2)cc1 | -13
CCOC(=O)CC(Nc1nc(N2CCOCC2)nc(N2CCOCC2)n1)c1ccccc1Cl (centres undefined) | -1
C=CCNC(=O)c1c(Cl)cccc1Cl | 1
CSc1ccc(-c2nc3ccc(Cl)cn3c2NC2CCCCC2)cc1 | -6
CC(CCc1ccco1)NC(=O)Nc1cccc(F)c1 (centres undefined) | 4
O=C(COc1cccc(Br)c1)Nc1nc2ccccc2s1 | -43
Cc1cc(O)c(C(C[N+](=O)[O-])c2ccc3c(c2)OCO3)c(=O)o1 (centres undefined) | -7
O=C(O)c1cn(Cc2ccccc2Cl)c2ccc(S(=O)(=O)N3CCOCC3)cc2c1=O | -4
CCCCNc1nc2c(c(=O)n(C)c(=O)n2C)n1CCC | -1
CCOC(=O)c1cccc(NC(=O)c2cc3c(=O)[nH]c4ccccc4c3s2)c1 | -2
CC1CC(C)CN(S(=O)(=O)c2ccc(C(=O)Nc3sc4c(c3C(N)=O)CCN(C(C)C)C4)cc2)C1 (centres undefined) | -47
Cc1c(Cl)cccc1NC1=NS(=O)(=O)c2ccccc21 | -8
O=C(Nc1ccccc1)N(c1ccc(Cl)cc1)C1CCS(=O)(=O)C1 (centres undefined) | -1
CC(=O)N1N=C(c2ccc(NS(C)(=O)=O)cc2)CC1c1ccco1 (centres undefined) | -2
COC(=O)c1sc2ccccc2c1NC(=O)c1ccc(OC)cc1OC | 0
Nc1ccc(-c2ccc(-c3ccc(N)cc3)cc2)cc1 | -3
COC(=O)CNC(=O)c1ccc2c(c1)S(=O)(=O)c1ccccc1C2=O | -1
O=C(O)CCc1ccc(-c2ccccc2)n1-c1ccc(F)cc1 | -3
CCCN(CCC)CC(O)CN1C(=O)NC(C)(C)C1=O (centres undefined) | -1
CCOC(=O)C1=C(C)NC(=S)NC1c1ccccc1OC(C)C (centres undefined) | -3
CC(C)(C)Nc1nc(NC(C)(C)C)nc(-n2ccnc2)n1 | -4
Cc1cccc(NC(=O)CSc2nnc(-c3cc(C)n(-c4ccccc4)c3C)o2)c1C | 3
COc1cc(OC)cc(C(=O)Nc2c3c(nn2-c2ccc(Oc4ccccc4)cc2)CSC3)c1 | -12
c1ccc2[nH]c(CN3CCN(c4ncnc5c4oc4ccccc45)CC3)nc2c1 | -2
COc1ccc(OC)c(S(=O)(=O)N2CCc3ccccc32)c1 | -13
CC(=O)N1c2ccccc2NC2=C(C(=O)CC(c3ccc(C)cc3)C2)C1c1ccco1 (centres undefined) | -3
N#CCc1nc(-c2cc3cc(Br)ccc3oc2=O)cs1 | -34
O=C(OCC1OC2C(Oc3nc(=O)ccn32)C1O)c1ccccc1 (centres undefined) | 6
Cc1ccc(NC(=O)c2ccc(Br)o2)c([N+](=O)[O-])c1 | 5
O=C(Nc1ccc2c(c1)OCCO2)c1ccc([N+](=O)[O-])cc1Cl | -2
Cc1ccc(NC(=O)Cc2[nH]c3ccccc3c2Sc2ccccc2)cc1 | -29

Gathered by group: the compounds so far containing fluorine
SMILES | 14-3-3 PPI
O=C(CN1CCC(n2nnc3cc(F)ccc32)CC1)Nc1ccccc1N1CCOCC1 | -1
CC1=C(C(=O)OCC(Cl)(Cl)Cl)C(c2ccc(F)cc2)NC(=O)N1 (centres undefined) | 8
CCN1CCCC1CNC(=O)c1ccc2c(c1)N(Cc1cccc(F)c1)C(=O)c1ccccc1S2 (centres undefined) | -74
Cc1sc2ncn(CC(=O)Nc3ccccc3C(F)(F)F)c(=O)c2c1C | -5
Cc1cccc(-n2nnc(C(=O)Nc3ccc(F)cc3)c2N)c1 | -5
CCN(Cc1ccccc1)S(=O)(=O)c1ccc(F)c(C(=O)Nc2ccc(C)c(Cl)c2)c1 | -3
CCc1ccc(C2=CC(c3ccccc3F)n3ncnc3N2)cc1 (centres undefined) | -2
C=CCNc1nc2c(c(=O)[nH]c(=O)n2C)n1Cc1ccc(F)cc1 | 2
COc1ccc(OC)c(NC(=O)c2sc3ncnc(N4CCN(c5ccccc5F)CC4)c3c2C)c1 | 14
CC(CCc1ccco1)NC(=O)Nc1cccc(F)c1 (centres undefined) | 4
O=C(O)CCc1ccc(-c2ccccc2)n1-c1ccc(F)cc1 | -3

Next part.
SMILES | 14-3-3 PPI
NC(=O)c1cnccn1 | -2
CCOC(=O)c1c(C)n(C)c2ccc(OCCN(CC)CC)cc12 | -8
CCOC(=O)NC(Nc1sc2c(c1C(=O)OC)CCN(C)C2)(C(F)(F)F)C(F)(F)F | -1
CCOc1cccc(-c2nnc3sc(COc4ccc(C)cc4)nn23)c1 | 0
COc1ccc(OC)c(CNC(=O)c2cc(-c3cccs3)nc3ccccc23)c1 | 1
NC(=O)CSC1=Nc2ccccc2C2=NC(c3ccccc3)C(=O)N12 (centres undefined) | -7
COc1ccc(-c2nc3cc(NC(=O)c4ccc(OCc5ccccc5)cc4)ccc3o2)cc1 | 3
CCn1cc(C(=O)Nc2ccccc2OC)c(=O)c2ccc(C)nc21 | -6
OCCn1c2ccccc2c2nc3ccccc3nc21 | 0
